Screens deposited in PubChem BioAssay by Broad Institute.
Casp6 inh = inhibitors of human caspase-6 | purified caspase-6, Z-VEID-R110 cleavage fluorescence | 0.53% of 350,000 active | inhibition, % at 12.5 µM | AID 686996;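 active = mean inhibition across replicates at least about 35%, with every replicate also reaching that limit, limit read from the data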;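 also: 0% = median of neutral control wells and 100% = no fluorescence left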
Target sequence (P55212 24-179 limits assumed): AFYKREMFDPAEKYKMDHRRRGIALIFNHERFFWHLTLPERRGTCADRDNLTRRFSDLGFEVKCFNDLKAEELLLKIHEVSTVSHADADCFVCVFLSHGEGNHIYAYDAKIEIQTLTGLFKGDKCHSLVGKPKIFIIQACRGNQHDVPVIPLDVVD
Target sequence (P55212 194-293 limits assumed): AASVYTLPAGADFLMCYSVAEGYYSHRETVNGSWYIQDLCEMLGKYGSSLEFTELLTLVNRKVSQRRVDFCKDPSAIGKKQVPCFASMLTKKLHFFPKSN
miR122 inh = blocks miR-122 activity in Huh7 sensor cells; Huh7 miR-122 Renilla luciferase sensor, 48 h; neutral wells = 0, positive control = 100; activation (reporter increase), % at 12.5 µM; 0.3% of 340,000 active; AID 602342;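 active = mean replicate activation score at least 90 and every replicate individually at or above 90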;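 also: higher luciferase means less miR-122 activity so hits act as miR-122 inhibitors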
SIRT5 block = sirtuin-5 (human) deacylase inhibition | Q9NXA8 | Purified SirT5, succinyl-peptide AMC, trypsin-coupled fluorescence | 1.1% of 330,000 active | inhibition, % at 15 µM | AID 652115; in the data active = inhibition above about 15%
Target sequence (Q9NXA8 whole entry, looked up): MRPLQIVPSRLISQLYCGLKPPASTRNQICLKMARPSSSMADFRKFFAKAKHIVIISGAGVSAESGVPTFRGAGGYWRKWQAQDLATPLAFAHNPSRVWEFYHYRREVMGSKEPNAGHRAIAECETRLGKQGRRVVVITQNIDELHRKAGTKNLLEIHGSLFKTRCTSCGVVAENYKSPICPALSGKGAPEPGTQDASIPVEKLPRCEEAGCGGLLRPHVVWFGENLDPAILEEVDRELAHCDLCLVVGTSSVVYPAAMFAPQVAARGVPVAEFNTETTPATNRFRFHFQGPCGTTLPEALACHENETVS
DENV2 CPE = protects cells from dengue virus 2 cytopathic effect; DENV2-infected cells, cytopathic effect rescue, plate reader; CPE inhibition, % at 9.99 µM; 1.7% of 350,000 active; AID 651640; in the data active = CPE inhibition above about 20%, passing the limit was not always enough; tested in BHK-21 cells;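 also: 0% = median of neutral control wells and 100% = median of positive control wells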
ERp5 block = blocks human ERp5 reductase activity on insulin; 0.05% of 350,000 active; AID 651711; ERp5 insulin aggregation, absorbance 650 nm, 90 min; inhibition, % at 9.99 µM;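 active = mean replicate inhibition above about 25%, with every replicate also reaching it, limit read from the data, passing the limit was not always enough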
Target sequence (Q15084 whole entry, looked up): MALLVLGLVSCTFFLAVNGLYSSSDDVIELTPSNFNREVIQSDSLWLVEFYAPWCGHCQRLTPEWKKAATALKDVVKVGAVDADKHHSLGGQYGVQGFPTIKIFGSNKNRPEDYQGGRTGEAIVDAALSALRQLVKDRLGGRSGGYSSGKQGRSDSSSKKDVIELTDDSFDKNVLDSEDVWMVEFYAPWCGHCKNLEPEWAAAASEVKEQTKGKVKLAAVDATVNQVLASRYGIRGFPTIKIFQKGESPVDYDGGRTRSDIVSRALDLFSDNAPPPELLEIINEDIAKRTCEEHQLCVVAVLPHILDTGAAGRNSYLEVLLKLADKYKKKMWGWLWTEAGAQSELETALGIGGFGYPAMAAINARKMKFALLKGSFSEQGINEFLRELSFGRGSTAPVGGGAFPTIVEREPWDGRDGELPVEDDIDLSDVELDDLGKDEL
ERAP1 HTS inh = ERAP1 (human) enzyme inhibition | Q9NZ08 | recombinant ERAP1, Leu-AMC fluorescence, 60 min | inhibition, % at 10.7 µM | 0.15% of 340,000 active | AID 652197;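 active = mean replicate inhibition of at least 30%, or all replicates individually reaching that 30% level; inactive = mean below 30% and not every replicate reaching it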;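 also: 0% = neutral control wells and 100% = L-leucinethiol positive control wells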
CFTR F508del cor = correctors of CFTR F508del function in bronchial epithelial cells | 0.36% of 350,000 active | activity (quench increase), % at 7.58 µM | CFBE cells, YFP halide quenching; stimulated with forskolin plus potentiator P3; % fluorescence drop versus neutral controls | AID 720511;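 active = mean added fluorescence quench of at least 8% versus neutral control, with both replicates also reaching 8%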;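 also: cells transiently co-express mutant CFTR-F508del with the halide-sensitive YFP; corrector assay measuring rescue of mutant channel to the surface after 24 h compound exposure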
Starred values were filed as active, the others as inactive; . = no result given; & = joins results of further samples; [ ] = remark or other dose.

SMILES	Casp6 inh	miR122 inh	SIRT5 block	DENV2 CPE	ERp5 block	ERAP1 HTS inh	CFTR F508del cor
Cc1noc(C)c1NC(=O)N(C)C[C@@H]1OCCCC[C@H](C)Oc2ccc(NC(=O)Nc3ccccc3)cc2C(=O)N([C@@H](C)CO)C[C@@H]1C	.	22[16.7 µM]	.	3	.	.	0.0
C[C@@H]1CN([C@@H](C)CO)C(=O)Cc2cc(NC(=O)Cc3ccccc3)ccc2O[C@H]1CN(C)S(=O)(=O)c1ccc(F)cc1	2	2[16.7 µM]	2	-5	4	1	1.5
CC1CCCCN1C(=O)COC(=O)CSc1ccc(C(N)=O)cc1[N+](=O)[O-] (configuration not stated)	1	0	-1	-1	8	-1	2.3
CC(C)C#Cc1ccc2c(c1)O[C@@H](CN(C)Cc1ccccn1)[C@H](C)CN([C@H](C)CO)S2(=O)=O	-1	4[16.7 µM]	19*	-8	3	-1	1.4
COc1ccc(NC(=O)Cn2c(=O)oc3cc(S(=O)(=O)N4CCCC4)ccc32)cc1	5	0	-2	4	2	-1	-3.3
CCC(=O)N1[C@@H]2c3ccc(-c4cccnc4)c(=O)n3C[C@H]1[C@H](CO)[C@H]2C(=O)N1CCc2ccccc2C1	2	2[16.7 µM]	-39	13	2	1	-3.1
Cc1ccc(S(=O)(=O)N2C[C@H]3C(=O)C[C@@H](c4ccccc4C)N(S(=O)(=O)c4ccc(C)cc4)[C@H]3C[C@H]2c2ccccc2)cc1	-2	2	-1	-3	4	-5	-2.6
Cc1ccccc1SCC(=O)NNC(=O)c1ccccc1O	5	8	2	-1	-4	-2	0.0
C[C@H](O)[C@@H]1CN2CCc3c([nH]c4ccc(-c5ccc6c(c5)OCO6)cc34)[C@@H]2C[C@@H]1N(C)C(=O)NC1CCCCC1	0	65	-1	3	1	-4	6.9
C[C@H]1CCCCO[C@@H](CN(C)Cc2ccccc2)[C@@H](C)CN([C@@H](C)CO)C(=O)c2cc(NC(=O)NC3CCCCC3)ccc2O1	0	-6[16.7 µM]	6	17	2	-3	0.0
COc1ccccc1NC(=O)c1cc(S(=O)(=O)N2CCCCCC2)ccc1F	-4	3	-1	-4	3	0	-0.5
COc1cc2c(cc1OC)/C(=C/C(=O)c1ccc([N+](=O)[O-])c(C)c1)NCC2	-2	-7	-2	13	0	-5	0.0
Cc1ccc(NC(=O)CSCC(=O)OCc2cc(=O)oc3cc(O)ccc23)c(C)c1	3	.	-6	6	-2	-1	-1.5
COc1ccc(CN(C)C(=O)c2ccc(OCC(=O)N3CCOCC3)c(OC)c2)cc1	-1	-2	-2	-10	4	-1	1.6
c1cc(CNC23CC4CC(CC(C4)C2)C3)ccn1	0	.	4	0	-4	-16	-0.2

Part of the list above in order of molar mass, smallest number first.
SMILES	Casp6 inh	miR122 inh	SIRT5 block	DENV2 CPE	ERp5 block	ERAP1 HTS inh	CFTR F508del cor
c1cc(CNC23CC4CC(CC(C4)C2)C3)ccn1	0	.	4	0	-4	-16	-0.2
Cc1ccccc1SCC(=O)NNC(=O)c1ccccc1O	5	8	2	-1	-4	-2	0.0
COc1cc2c(cc1OC)/C(=C/C(=O)c1ccc([N+](=O)[O-])c(C)c1)NCC2	-2	-7	-2	13	0	-5	0.0
CC1CCCCN1C(=O)COC(=O)CSc1ccc(C(N)=O)cc1[N+](=O)[O-] (configuration not stated)	1	0	-1	-1	8	-1	2.3
COc1ccc(CN(C)C(=O)c2ccc(OCC(=O)N3CCOCC3)c(OC)c2)cc1	-1	-2	-2	-10	4	-1	1.6
COc1ccc(NC(=O)Cn2c(=O)oc3cc(S(=O)(=O)N4CCCC4)ccc32)cc1	5	0	-2	4	2	-1	-3.3
CC(C)C#Cc1ccc2c(c1)O[C@@H](CN(C)Cc1ccccn1)[C@H](C)CN([C@H](C)CO)S2(=O)=O	-1	4[16.7 µM]	19*	-8	3	-1	1.4
CCC(=O)N1[C@@H]2c3ccc(-c4cccnc4)c(=O)n3C[C@H]1[C@H](CO)[C@H]2C(=O)N1CCc2ccccc2C1	2	2[16.7 µM]	-39	13	2	1	-3.1
C[C@H](O)[C@@H]1CN2CCc3c([nH]c4ccc(-c5ccc6c(c5)OCO6)cc34)[C@@H]2C[C@@H]1N(C)C(=O)NC1CCCCC1	0	65	-1	3	1	-4	6.9
C[C@@H]1CN([C@@H](C)CO)C(=O)Cc2cc(NC(=O)Cc3ccccc3)ccc2O[C@H]1CN(C)S(=O)(=O)c1ccc(F)cc1	2	2[16.7 µM]	2	-5	4	1	1.5
C[C@H]1CCCCO[C@@H](CN(C)Cc2ccccc2)[C@@H](C)CN([C@@H](C)CO)C(=O)c2cc(NC(=O)NC3CCCCC3)ccc2O1	0	-6[16.7 µM]	6	17	2	-3	0.0
Cc1ccc(S(=O)(=O)N2C[C@H]3C(=O)C[C@@H](c4ccccc4C)N(S(=O)(=O)c4ccc(C)cc4)[C@H]3C[C@H]2c2ccccc2)cc1	-2	2	-1	-3	4	-5	-2.6
Cc1noc(C)c1NC(=O)N(C)C[C@@H]1OCCCC[C@H](C)Oc2ccc(NC(=O)Nc3ccccc3)cc2C(=O)N([C@@H](C)CO)C[C@@H]1C	.	22[16.7 µM]	.	3	.	.	0.0

(next part)
SMILES	Casp6 inh	miR122 inh	SIRT5 block	DENV2 CPE	ERp5 block	ERAP1 HTS inh	CFTR F508del cor
C=CCn1c(SCN2C(=O)c3ccccc3C2=O)nc2ccc(Cl)cc2c1=O	-2	-5	-5	0	-9	-2	-2.9
CCCCOc1ccc(Br)cc1CSC(=N)N	-2	.	-10	-1	0	-6	0.5
COc1ccccc1Nc1nc(N2CCOCC2)nc(N2CCOCC2)n1	-2&-5	-2	-3	14&-1	8&0	4&-3	-0.5&1.3
CC(NC(=O)/C(C#N)=C/c1cccs1)c1ccccc1 (configuration not stated)	1	.	6	8	-2	-5	0.2
COC1=C(N)C(=O)c2nc(C)ccc2C1=O	56*	-2	1	-4	8	2	5.8
CS(=O)(=O)N1[C@H](C(=O)O)[C@@H](CO)[C@@H]2Cn3c(ccc(-c4ccc(F)cc4)c3=O)[C@@H]21	-2	.	-13	-2	-2	0	.
COc1ccc(C2CC(c3ccc4ccccc4c3)=NN2C(=O)COC(=O)C2CCC(=O)N2)cc1 (configuration not stated)	3	.	-2	-1	9	-1	-1.3
O=C(COc1ccc(-c2ccccc2)cc1)N1CCCC1	5	3	-3	.	-8	0	3.1
CC(C)NC(=O)N(C)C[C@H]1Oc2cc(C#CCN(C)C)ccc2S(=O)(=O)N([C@H](C)CO)C[C@@H]1C	4	2[16.7 µM]	2	-7	2	0	1.3
CC1(C(=O)Nc2ccc3c(c2)OCO3)Cc2c(-c3cccc(C(N)=O)c3)ccnc2O1 (configuration not stated)	1	2	4	-3	-1	-1	5.2
O=S(=O)(c1ccc2c(c1)OCCO2)N1CCC(c2nc3ccccc3s2)CC1	5	-5	1	0	1	2	2.3
COc1ccc(NC(=O)N(C)C[C@H]2Oc3ccc(NC(=O)CCCN(C)C)cc3C(=O)N([C@@H](C)CO)C[C@H]2C)cc1	-4	-5[16.7 µM]	-1	-2	-4	-1	0.7
COc1cc(/C=C(\NC(C)=O)C(=O)Nc2ccccc2C)ccc1OC(C)=O	-2	-3	-2	21*	-2	0	0.6
O=C(C[C@@H]1C[C@H]2c3cc(NC(=O)NC4CCCC4)ccc3O[C@H]2[C@@H](CO)O1)NCc1ccccc1F	1	-2[16.7 µM]	-4	1	3	-3	0.7
CCNC(=O)C[C@H]1CC[C@@H]2[C@@H](COc3ccc(NS(=O)(=O)c4ccccc4C)cc3C(=O)N2C)O1	3	1[16.7 µM]	6	15	-5	1	0.8
O=C(O)CC/C(=N\NC(=O)c1ccncc1)c1ccccc1	-3	.	4	1	-1	-3	1.6
O=C(O)Cn1c(CC(=O)N2CCCC2)nc2ccccc21	14	-3	-4	.	1	-2	-0.6
Cc1ccc(S(=O)(=O)N(C)C[C@H]2OCCCC[C@@H](C)Oc3ccc(NC(=O)c4ccccc4)cc3C(=O)N([C@@H](C)CO)C[C@H]2C)cc1	0	0[16.7 µM]	4	-1	5	2	1.1
COCCNC(=O)c1cc2c(c(-c3cccc(C#CCN(C)C)c3)n1)[C@H](CCO)N(S(=O)C(C)(C)C)C2 (some centres not stated)	5	.	2	-3	-1	-10	.
COc1ccc2c(c1)OC[C@H]1[C@H]2N2C(=O)c3cc(OC)c(OC)cc3NC(=O)[C@@]2(C)[C@H]1c1ccccc1	1	-18	.	-15	5	-1	1.0
COC(C(=O)Nc1c(F)cccc1F)c1ccccc1 (configuration not stated)	0	.	2	-11	-1	0	1.1
CCC/C(C#Cc1ccsc1)=C1/c2ccccc2C(=O)N1c1ccccc1	0	2	.	3	-1	.	-1.7
COc1cccc(OCc2nnc(-c3cccs3)o2)c1	-1	-5	-1	1	-12	-3	2.8
CC(C)NC(=O)N(C)C[C@H]1OCCCC[C@H](C)Oc2ccc(NS(=O)(=O)c3ccc(Cl)cc3)cc2C(=O)N([C@@H](C)CO)C[C@@H]1C	0	2[16.7 µM]	1	-4	5	5	-3.3
CCOc1ccc(CCNC(=O)CS(=O)Cc2nc(-c3ccc(OC)c(OC)c3)oc2C)cc1OCC (configuration not stated)	0	0	-7	10	-4	2	-0.5
C/C=C/c1ccc2c(c1)O[C@H](CN(C)C(=O)c1cnccn1)[C@@H](C)CN([C@H](C)CO)S2(=O)=O	-4	14[16.7 µM]	-14	.	-2	-2	1.7
N#C[C@H]1[C@H](c2ccccc2)[C@@H](CO)N1S(=O)(=O)c1ccc(F)cc1	0	.	.	-1	3	1	1.2
COc1ccc(S(=O)(=O)N(C)C[C@@H]2Oc3c(NC(=O)c4cnccn4)cccc3C(=O)N([C@H](C)CO)C[C@@H]2C)cc1	-2	6[16.7 µM]	-2	5	1	2	-1.1
O=C(NCc1ccc(Cl)cc1)c1ccc(CS(=O)Cc2cccc(Cl)c2)o1 (configuration not stated)	5	.	0	0	.	2	2.3
Cc1cccc(-c2ccc([C@@H]3[C@@H](CO)N4C(=O)CN(S(=O)(=O)c5cccc(F)c5)C[C@@H]34)cc2)c1	-1	.	20*	-5	1	0	-1.8

A few values from above:
Entry for Cc1ccc(S(=O)(=O)N(C)C[C@H]2OCCCC[C@@H](C)Oc3ccc(NC(=O)c4ccccc4)cc3C(=O)N([C@@H](C)CO)C[C@H]2C)cc1 under SIRT5 block: 4
Entry for CCOc1ccc(CCNC(=O)CS(=O)Cc2nc(-c3ccc(OC)c(OC)c3)oc2C)cc1OCC (configuration not stated) under CFTR F508del cor: -0.5

Back to the main list, repeating the 2 entries before the break.
SMILES	Casp6 inh	miR122 inh	SIRT5 block	DENV2 CPE	ERp5 block	ERAP1 HTS inh	CFTR F508del cor
O=C(NCc1ccc(Cl)cc1)c1ccc(CS(=O)Cc2cccc(Cl)c2)o1 (configuration not stated)	5	.	0	0	.	2	2.3
Cc1cccc(-c2ccc([C@@H]3[C@@H](CO)N4C(=O)CN(S(=O)(=O)c5cccc(F)c5)C[C@@H]34)cc2)c1	-1	.	20*	-5	1	0	-1.8
Cn1cc([C@]2(O)C(=O)Nc3ccccc32)c2ccccc21	2	.	1	31*	-3	1	0.7
O=C(COc1ccc(F)cc1Br)N1CCN(S(=O)(=O)/C=C/c2ccccc2)CC1	4	2	0	15	5	-2	1.1
COc1cc(S(=O)(=O)n2ccnc2)ccc1Br	-3	.	2	-1	-2	-1	3.4
CC(CO)NS(=O)(=O)c1cc(Cl)ccc1F (configuration not stated)	0	-5	0	-4	1	-4	3.4
COc1ccccc1C#Cc1cnc2c(c1)C(=O)N([C@H](C)CO)C[C@H](C)[C@@H](CN(C)C(=O)CN(C)C)O2	-3	-5[16.7 µM]	7	-3	0	2	-2.0
Cc1ccccc1CNC(=O)c1cc2ccccc2o1	-1	16	-2	-5	4	-7	-5.2
C[C@H](CO)N1C[C@H](C)[C@H](CN(C)Cc2ccc(-c3ccccc3)cc2)Oc2ccc(N(C)C)cc2CC1=O	-1	-8[16.7 µM]	3	-5	-1	-1	1.0
COc1cccc(-c2ccc3c(c2)O[C@@H](CN(C)C(=O)C2CCOCC2)[C@H](C)CN([C@@H](C)CO)S3(=O)=O)c1	1	53[16.7 µM]	-4	0	0	-3	-4.1
COC(=O)[C@@]1(C)[C@H]2C(=O)N(Cc3ccccc3)C(=O)[C@H]2[C@H]2CN=C(SCc3ccc(C#N)cc3)N21	0	-1	-3	-4	1	7	-0.3
Cc1cc(C)c(S(=O)(=O)c2ccc(C(C)(C)C)cc2)c(Cl)n1	-1	6	-8	12	2	0	.
COc1ccc(N(C(=O)c2ccco2)C(C(=O)NC2CCCC2)c2ccco2)cc1OC (configuration not stated)	3	.	-1	10	1	1	2.7
